Assay outcomes: PubChem BioAssay, several laboratories
T cell HTS – T cell immune modulators affecting CD8 T cell-vesicle binding; calls only at 7 µM; actives 0.068% (n = 330,000); 2C CD8+ T cell-vesicle binding, flow cytometry; stronger effect = lower value; AID 2052;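 active = response, share of CD8 T cells binding vesicles, and their 90th percentile fluorescence all below set limits, cut at about 80% in these data, passing the limit was not always enough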
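Assay system – 2C mouse CD8+ T cells · Also added – QL9-loaded Drosophila micro-vesicles · Timing – Cell–vesicle co-incubation 1.5 h at 37 °C, staining 20 min on ice · Signal – flow cytometry of vesicle-bound cells · Measure – percent CD8+ FL2 mean versus row control · Controls – Peptide-free naked vesicles (low) and QL9 vesicles with 0.7% DMSO vehicle (high)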
Hep lipid drop – modulators of hepatic lipid droplet formation; AML12 mouse hepatocytes, oleate lipid droplets, BODIPY imaging; inhibition, % at 6.5 µM; actives 0.4% (n = 240,000); AID 1656;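 active = lipid droplet intensity inhibited by at least 50%, with more than 500 cells counted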
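Technique: fluorescence imaging, 20x objective, two fields per well / Assay system: AML12 hepatocytes (mouse) / Measure: % inhibition of lipid droplet signal / Doses: 6.5 µM single-point dosing / Incubation: overnight exposure / Reagent: 100 µM oleic acid challenge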
Insulin prom up – MIN6 insulin promoter up-regulation; MIN6 insulin promoter-GFP reporter, high-content imaging; stronger effect = higher value; z-score at 5 µM; actives 0.3% (n = 190,000);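 active = z-score above 3 at 5 µM with at least 500 cells counted in the well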
human PMI inhibitors – human PMI inhibitors, high substrate, primary screen, biochemical, fluorescence intensity, high mannose 6-phosphate (AID 1220); recombinant PMI enzyme, coupled fluorescence intensity; higher % means a stronger effect; inhibition, % at 20 µM, or IC50 in µM where a hit was titrated; actives 0.66% (n = 190,000)
Autophagy mod – alters autophagy in cells; MEF GFP-LC3 puncta imaging; test concentration mostly 10 µM; calls only at 10 µM (by protocol); actives 0.98% (n = 190,000);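 active = percentage of spot-positive cells more than 3 SD above its plate mean, without a fluorescence outlier flag or 80% toxicity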;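 also: spot-positive cell cutoff set from DMSO-treated cells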
bCat nuc transl – modulators of beta-catenin nuclear translocation | actives 0.3% (n = 190,000) | HeLa beta-catenin nuclear translocation, immunofluorescence imaging | nuclear translocation activity, % at 5 µM;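 active = nuclear translocation activity above 50% at 5 µM, with a well cell count of 50 or more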;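 also: per-cell ratio of nuclear to cytoplasmic median beta-catenin stain intensity; plate controls were DMSO negative control for no effect and GSK-3 inhibitor IX positive control for full effect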
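Test system: human HeLa cells, native beta-catenin. Compound dosing: 5 µM primary single dose, 0.1% DMSO, 0.02–20 µM confirmation series. Incubation: compound exposure 24 h at 37°C. Detection: beta-catenin immunostaining with DAPI counterstain, 20x imaging, 6 fields/well. Read-out basis: Nuclear/cytoplasmic beta-catenin signal ratio, % activation.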
TNAP activators – human TNAP enzyme activators, primary screen, biochemical, luminescent, no phosphate acceptor, uHTS (AID 1001); purified TNAP, luminescent activation assay, no phosphate acceptor; higher activation fold means a stronger effect; one-dose activation fold at 20 µM; EC50 in µM for titrated hits; actives 0.03% (n = 200,000); in the data active = activation fold from about 3, or a potency from the dose series; inactive = the rest, 99 in 100 with activation fold below about 1.6; also: many of its hits are not listed in these tables
MT stabilizer – microtubule stabilization, imaging screen. actives 0.83% (n = 200,000). HeLa tubulin immunostaining HCS, 24 h; share of cells brighter than vehicle mean+2SD. AID 2205. % tubulin-high responders, % at 10 µM;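 active = plate Z-score above 3 for both tubulin-high and condensed-nucleus cell shares, with cell loss under 80%, at 10 µM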;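 also: anti alpha tubulin signal scored within the nucleus-defined area of each cell; some results filed as inactive read as strong as hits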
PMI inhibitors – MPI enzyme activity inhibition – biochemical, fluorescence intensity, coupled assay, primary screen (AID 1209). actives 0.42% (n = 190,000). purified PMI enzyme, coupled fluorescence intensity; higher % means a stronger effect. inhibition, % at 20 µM, or IC50 in µM where a hit was titrated;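 also: plate controls were DMSO vehicle for no effect and wells lacking substrate for full effect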
Insulin prom up cell count – second read-out of Insulin prom up, no call of its own (marks repeat the call); cell count; measured here: cytotoxicity, nuclei count;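 total cells summed across four imaged fields per well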
Hep lipid drop cells 6.5 µM – recorded beside Hep lipid drop, whose call it bears; cell count; measured here: cell count, cytotoxicity flag;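 cells counted across two imaged fields per well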
bCat nuc transl cell count 5 µM – further read-out of bCat nuc transl, marked with its call; cell count; measured here: cell count, cytotoxicity flag
T cell HTS vesicle-bound % – further read-out of T cell HTS, marked with its call; double positive events, %; measured here: CD8+ vesicle-bound cell fraction;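 binding gate set so that unloaded-vesicle control wells show 10% double positive cells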
MT stabilizer Hoechst-high % – also measured in MT stabilizer; calls as there; % Hoechst-high responders; measured here: nuclear condensation Hoechst responders;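 share of cells brighter than vehicle mean plus two SD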
MT stabilizer cytotoxicity % – second read-out of MT stabilizer, no call of its own (marks repeat the call); toxicity, %; measured here: cytotoxicity by cell density;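 0% = mean cell density of plate MIN control wells and 100% = no cells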
Autophagy mod cell loss 18 h – second read-out of Autophagy mod, no call of its own (marks repeat the call); toxicity, %; measured here: cell loss, nuclei count;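 cell loss after 18 h compound exposure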
Numbers without * were called inactive; i = inactive; . = not tested or not shown. Rule as the data show it, unless noted: active = inhibition above about 50%; inactive = the rest.

SMILES	T cell HTS	T cell HTS vesicle-bound %	Hep lipid drop	Hep lipid drop cells 6.5 µM	Insulin prom up	Insulin prom up cell count	human PMI inhibitors	Autophagy mod	Autophagy mod cell loss 18 h	bCat nuc transl	bCat nuc transl cell count 5 µM	TNAP activators	MT stabilizer	MT stabilizer Hoechst-high %	MT stabilizer cytotoxicity %	PMI inhibitors
Cc1nn(C)c(C(=O)NNC(=S)Nc2ccc(Cl)cc2)c1[N+](=O)[O-]	i	13	.	.	1.5	1503	4%	i	-27	0.5	1408	1.8	3.3	1.8	4.2	6%
COc1cccc2c1c(NC(=O)c1cc(C)on1)nn2C	i	58	-6	702	0.54	1398	.	.	.	-1.1	1348	.	.	.	.	.
NC(=O)[C@H]1CC2(CC(c3cccc(NC(=O)COc4ccc(Cl)cc4)c3)=NO2)CN1C(=O)Cc1ccc([N+](=O)[O-])cc1 (stereo not given in full)	i	40	8	755	-1.3	697	.	.	.	1.8	1173	.	.	.	.	.
COc1ccccc1-n1c(SCC(N)=O)nnc1-c1ccccc1	i	54	2	611	.	.	-1%	i	-2	1.1	1028	1.1	2.3	1.3	3.1	5%
CC(=O)NC12CC3CC(C1)CC(C(=O)Nc1nccs1)(C3)C2	i	55	.	.	-0.36	1305	0%	i	-6	-0.9	979	1.2	5.5	1.6	12	4%
Oc1ccc(Cl)cc1-c1cc(-c2cccc(Br)c2)n[nH]1	i	39	-2	790	1.3	674	-3%	i	1	1.0	939	1	1.5	0.8	8.6	6%
COCCCN1C(=O)C(=O)/C(=C(/O)c2ccc(OC)cc2)C1c1ccc(O)c(OC)c1 (stereo not given)	i	26	9	744	0.09	1156	3%	i	-2	-8.7	1198	1	1.5	1.8	4.1	10%
O=S1(=O)N=C(Nc2nc3c(s2)CCCC3)c2ccccc21	i	45	26	721	.	.	-7%	i	-4	-2.1	408	1.1	1.9	1.4	3.0	-4%
Cc1ccc(/C=C2\SC(N3CCN(C(c4ccccc4)c4ccccc4)CC3)=NC2=O)o1	i	52	2	600	-0.23	744	42%	i	4	1.4	458	1	2.6	1.7	11	8%
Cc1cccc(Oc2coc3cc(OC(=O)c4cc5ccccc5oc4=O)ccc3c2=O)c1	i	37	.	.	-0.08	1615	-5%	i	-4	-0.7	1373	1	1.6	1.7	6.8	-11%
CNC(=O)C12N=CNN=C1N(C)C(=O)N2C (stereo not given)	i	37	-3	727	0.65	1275	-2%	i	-1	-0.9	1052	1.1	4.1	1.6	7.4	-7%
CCOC(=O)Cc1cc(=O)[nH]c(=O)[nH]1	i	48	9	701	.	.	-3%	i	12	-1.3	1132	1.2	2.4	2.5	2.8	-6%
CCOc1ccc(NC(=O)COC(=O)c2cccnc2)cc1	i	19	.	.	-0.78	1487	6%	i	-8	-6.7	968	1.2	1.9	1.7	13	-9%
CCOC(=O)C1C(c2cc(OC)c(O)c(OC)c2)NC(=S)NC1(O)C(F)(F)F (stereo not given)	i	41	0	677	-0.11	1540	31%	i	-2	-0.4	1030	0.9	1.6	2.3	8.5	18%
CCOc1ccccc1-c1nc(-c2ccc(C)nc2OC)no1	i	28	.	.	0.48	1532	0%	i	-9	-2.3	971	1.1	5.7	3.7	4.6	3%
CCOC(=O)c1[nH]ncc1CN1CCCC(C(=O)c2ccc(OC)c(OC)c2)C1 (stereo not given)	i	48	-2	706	.	.	-1%	i	-12	1.1	1586	1.1	1.0	2.0	3.6	4%
COc1ccc(N=C/C=C2/C=C(c3ccccc3)OC(C)(C)O2)cc1	i	11	61*	739*	-0.13	1265	40%	i	-6	-0.2	1593	0.9	1.2	1.3	2.7	9%
CCCCn1c(CN2CCN(c3ccc(F)cc3)CC2)nc2c1c(=O)n(C)c(=O)n2C	i	21	4	687	.	.	14%	.	.	-1.8	1070	1.1	4.7	2.2	3.6	8%
CC(C)OC(=O)C1C(=O)CC(C)(O)C(C(=O)OC(C)C)C1c1cccc([N+](=O)[O-])c1 (stereo not given)	i	58	-15	731	1.2	1211	10%	i	7	-0.9	1066	1	3.8	1.9	9.5	4%
Cc1cccc(S(=O)(=O)NCC2CCCO2)c1 (stereo not given)	i	43	5	799	1.3	732	5%	i	7	-1.4	1114	1	1.6	1.9	8.5	4%
CC(=O)CCC(=O)N1CCCC(CNC(=O)c2ccc(-c3ccccc3)cc2)C1 (stereo not given)	i	39	-8	704	-0.55	1424	-8%	i	18	0.0	999	1.1	1.3	1.7	4.0	-6%
Cc1c(C(=O)OC(C)C)sc(NC(=O)C2CCCO2)c1C(=O)OC(C)C (stereo not given)	i	66	10	795	-1.6	1075	4%	i	1	.	.	1.1	0.7	0.7	0.6	6%
CC(=O)NCC(=O)NC(C(=O)Nc1ccc2c(c1)OCCO2)c1ccccc1 (stereo not given)	i	20	12	762	1	1232	13%	i	5	.	.	1.1	2.4	2.6	12	13%
CCCCCC(=O)N1CC2(CC)CN(C(=O)CCCCC)CC(CC)(C1)C2=O	i	23	1	753	0.17	954	.	.	.	0.2	1346	.	.	.	.	.
Cc1cccc(Nc2cnn(C34CC5CC(CC(CC(=O)O)(C5)C3)C4)c(=O)c2Cl)c1	.	.	19	803	.	.	4%	i	4	-7.2	1114	0.9	0.9	2.0	5.0	-1%
Cc1ccc2nc(-c3ccc(NC(=O)CN4C(=O)NC(C)(c5ccc(OC(F)F)cc5)C4=O)cc3)sc2c1 (stereo not given)	i	44	22	581	1	1593	8%	i	6	-0.1	1080	1.1	3.5	3.6	4.3	15%
COc1ccc(-n2nnc3c(=O)n(CC(=O)N4CCC(Cc5ccccc5)CC4)cnc32)cc1	i	21	23	706	0.24	1837	16%	.	.	-0.9	980	1.1	.	.	.	6%
CCC(C)(C)n1nnnc1C(c1cc(OC)c(OC)c(OC)c1)N1CCN(c2ccccc2)CC1 (stereo not given)	i	13	0	801	1.3	774	2%	i	-3	3.6	984	1.1	1.8	2.5	11	9%
NS(=O)(=O)c1ccc(NC(=O)COC(=O)c2cnccn2)cc1	i	50	3	672	0.78	1339	-6%	i	2	-4.2	955	1.1	7.0	3.0	6.4	-14%
O=C(c1ccncc1)c1ccc([N+](=O)[O-])cc1	i	58	-3	753	-1.5	1442	0%	i	18	-0.1	1497	1.1	2.6	2.6	4.9	5%
O=C(CN1CCOCC1)Nc1ccccc1C(=O)O	i	45	9	800	.	.	-8%	i	-4	-12	1207	1.1	2.8	2.1	1.9	-3%
CCC(CC)C(=O)NCCCN1CCOCC1	i	44	-2	650	0.05	1419	0%	i	-2	-1.1	553	1.1	3.8	3.0	1.5	7%
COc1ccc(CN2CCN(Cc3ccc(C)cc3)C(CCO)C2)cc1OC (stereo not given)	i	34	-14	678	-0.35	1389	-6%	i	17	-2.6	1136	1.1	6.0	2.1	5.9	1%
CS(=O)(=O)c1ccc2nc(NC(=O)C3CCCCC3)sc2c1	i	43	.	.	0.19	1110	-4%	i	-10	1.1	1129	1.1	3.6	2.5	2.5	-4%
COc1cc(OC)cc(C(=O)N[C@H](C(=O)Nc2nc(-c3cc(OC)ccc3OC)cs2)C(C)C)c1	i	20	13	711	-0.7	1226	1%	i	-8	1.3	1113	1.1	3.0	2.3	5.9	0%
O=C(Nc1nc2ccc(F)cc2s1)c1ccccn1	i	57	-46	657	-2.5	775	22%	i	24	0.9	1044	2.2	2.6	1.4	0.9	6%
CN(C)S(=O)(=O)c1ccc(N2CCCC2)c(C(=O)Nc2nc(-c3ccc(F)c(F)c3)cs2)c1	i	41	15	634	-0.79	1280	11%	i	15	-2.5	509	1	1.6	4.6	13	11%
CC1CCC(C(C)C)C(OC(=O)Cn2nnc3c(cnn3-c3ccccc3)c2=O)C1 (stereo not given)	i	32	-22	702	0.13	944	.	.	.	0.9	1247	.	.	.	.	.
CCC(C)[C@H](NC(=O)NCc1ccc(S(N)(=O)=O)cc1)C(=O)O (stereo not given in full)	i	6	18	713	0.36	1080	.	.	.	0.7	1325	.	.	.	.	.

Among those listed so far, these contain fluorine:
SMILES	T cell HTS	T cell HTS vesicle-bound %	Hep lipid drop	Hep lipid drop cells 6.5 µM	Insulin prom up	Insulin prom up cell count	human PMI inhibitors	Autophagy mod	Autophagy mod cell loss 18 h	bCat nuc transl	bCat nuc transl cell count 5 µM	TNAP activators	MT stabilizer	MT stabilizer Hoechst-high %	MT stabilizer cytotoxicity %	PMI inhibitors
CCOC(=O)C1C(c2cc(OC)c(O)c(OC)c2)NC(=S)NC1(O)C(F)(F)F (stereo not given)	i	41	0	677	-0.11	1540	31%	i	-2	-0.4	1030	0.9	1.6	2.3	8.5	18%
CCCCn1c(CN2CCN(c3ccc(F)cc3)CC2)nc2c1c(=O)n(C)c(=O)n2C	i	21	4	687	.	.	14%	.	.	-1.8	1070	1.1	4.7	2.2	3.6	8%
Cc1ccc2nc(-c3ccc(NC(=O)CN4C(=O)NC(C)(c5ccc(OC(F)F)cc5)C4=O)cc3)sc2c1 (stereo not given)	i	44	22	581	1	1593	8%	i	6	-0.1	1080	1.1	3.5	3.6	4.3	15%
O=C(Nc1nc2ccc(F)cc2s1)c1ccccn1	i	57	-46	657	-2.5	775	22%	i	24	0.9	1044	2.2	2.6	1.4	0.9	6%
CN(C)S(=O)(=O)c1ccc(N2CCCC2)c(C(=O)Nc2nc(-c3ccc(F)c(F)c3)cs2)c1	i	41	15	634	-0.79	1280	11%	i	15	-2.5	509	1	1.6	4.6	13	11%
